PAFAH2 inh = PAFAH2 enzyme inhibitors, primary screen, biochemical, fluorescence polarization, human; 340,000 compounds, 0.99% hits; Platelet-activating factor acetylhydrolase 2, cytoplasmic (Homo sapiens), Q99487; recombinant PAFAH2, FP-rhodamine activity probe; inhibition, % at 3.39 µM;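 active = inhibition above the mean over all tested compounds plus 3 SD, cut at about 30% in these data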;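 note: inhibitors block probe labeling of enzyme so polarization drops; 0% = enzyme with DMSO and 100% = wells lacking PAFAH2 protein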
ZTA counter = counter-screen for EBNA-1 inhibitors: inhibitors of Epstein-Barr virus ZTA; P03206; ZTA-DNA binding, fluorescence polarization; inhibition, % at 11 µM; 320,000 compounds, 0.15% hits; in the data active = inhibition above about 33%
Target sequence (P03206 whole entry, looked up): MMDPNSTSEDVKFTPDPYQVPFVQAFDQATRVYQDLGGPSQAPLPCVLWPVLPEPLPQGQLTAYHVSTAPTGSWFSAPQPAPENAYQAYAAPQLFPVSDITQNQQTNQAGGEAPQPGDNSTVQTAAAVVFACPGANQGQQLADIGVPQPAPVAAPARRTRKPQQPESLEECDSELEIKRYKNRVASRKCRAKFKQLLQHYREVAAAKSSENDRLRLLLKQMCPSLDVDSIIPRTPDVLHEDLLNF
PREPL inh = PREPL enzyme inhibitors, primary screen, biochemical, fluorescence polarization; Prolyl endopeptidase-like (Homo sapiens), Q4J6C6; recombinant PREPL, fluorescence polarization activity-based probe; inhibition, % at 5.96 µM; 320,000 compounds, 0.68% hits; in the data active = inhibition above about 43%;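 note: 0% = enzyme with DMSO and 100% = wells lacking enzyme; many of its hits are not listed in these tables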
pPAFAH FP inh = pPAFAH enzyme inhibitors, primary screen, biochemical, fluorescence polarization, human | AID 463082, 2010 | recombinant pPAFAH, FP-rhodamine probe fluorescence polarization | inhibition, % at 3.39 µM | 330,000 compounds, 1.5% hits | Platelet-activating factor acetylhydrolase (Homo sapiens), Q13093;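 active = inhibition above the mean inhibition across the screen plus 3 SD, cut at about 25% in these data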;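 note: inhibitors block binding of the rhodamine activity-based probe so polarization drops; 0% = enzyme with DMSO and 100% = wells lacking pPAFAH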
PAFAH1B3 FP inh = PAFAH1B3 enzyme inhibitors, primary screen, biochemical, fluorescence polarization, human. recombinant PAFAH1B3, FP-rhodamine probe. inhibition, % at 3.39 µM. 340,000 compounds, 0.28% hits. AID 492972, 2010;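 active = inhibition above the screen-wide average of all tested compounds plus 3 SD, cut at about 25% in these data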;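 note: 0% = enzyme with DMSO only and 100% = wells lacking PAFAH1B3 protein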
LYPLA1 inh = LYPLA1 inhibitors, primary screen, counter-screen for PME1 inhibitor project, biochemical, fluorescence polarization, FP-Rh probe ABPP. Acyl-protein thioesterase 1 (Homo sapiens), O75608. recombinant LYPLA1. inhibition, % at 5.9 µM. 320,000 compounds, 0.16% hits;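 active = inhibition above the mean of all tested compounds plus 3 SD, set per campaign, cut at about 14% in these data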;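 note: inhibitors block serine hydrolase probe labeling of LYPLA1 so polarization falls; 0% = enzyme with DMSO and 100% = wells lacking LYPLA1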
EBNA-1 inh = EBNA-1 DNA-binding inhibitors, primary screen, biochemical, fluorescence polarization; inhibition, % at 14.8 µM; 300,000 compounds, 0.34% hits; in the data active = inhibition above about 28%
LYPLA2 counter = LYPLA2 inhibitors, primary screen, counter-screen for PME1 inhibitor project, biochemical, fluorescence polarization, FP-Rh probe ABPP | inhibition, % at 5.9 µM | recombinant LYPLA2 | AID 2177, 2009 | 320,000 compounds, 0.38% hits | Acyl-protein thioesterase 2 (Homo sapiens), O95372;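 active = inhibition above the screen-wide mean plus 3 SD, limit set per campaign, cut at about 26% in these data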;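 note: 0% = LYPLA2 with DMSO and 100% = wells lacking LYPLA2 enzyme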
PAFAH1B2 inh = PAFAH1B2 enzyme inhibitors, primary screen, biochemical, fluorescence polarization, human | Platelet-activating factor acetylhydrolase IB subunit alpha2 (Homo sapiens), P68402 | recombinant PAFAH1B2, FP-rhodamine activity probe | inhibition, % at 3.39 µM | 340,000 compounds, 1.2% hits;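 active = inhibition above the mean of all tested compounds plus 3 SD, cut at about 24% in these data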;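 note: 0% = enzyme with DMSO and 100% = wells lacking PAFAH1B2; many of its hits are not listed in these tables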
* marks the source's active call; other numbers are inactive results; & = joins results of further samples.

SMILES | PAFAH2 inh | ZTA counter | PREPL inh | pPAFAH FP inh | PAFAH1B3 FP inh | LYPLA1 inh | EBNA-1 inh | LYPLA2 counter | PAFAH1B2 inh
CC[C@@H]1C(=O)OC[C@@H]1Cc1cncn1C | 0&8 | -1&-7 | 0&6 | -8&5 | 10&-4 | -1&-2 | -8&-5 | 2&10 | -1&2

Screens: PubChem BioAssay, The Scripps Research Institute Molecular Screening Center

The list is partial, so the mix of outcomes need not match the whole.
